Lmaj promast – Leishmania major promastigote growth inhibition, primary screen | Leishmania major promastigotes, resazurin fluorescence viability | inhibition, % at 10 µM | 200,000 tested, 9% active | AID 1063, 2008; in the data active means inhibition above about 50%;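 further: promastigotes grown with compound for 44 hours at 28 °C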
RAM network inh – inhibitors of the yeast RAM network, primary screen, dse1pr::URA3 reporter, 5-FOA selection; S. cerevisiae dse1pr::URA3 reporter, 5-FOA growth OD615, 2 d; analog-sensitive cbk1-as2 kinase mutant strain; inhibition, % at 50 µM; 190,000 tested, 1.8% active;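 active means inhibition above a set limit, 3 SD over mean compound inhibition, cut at about 8.4% in these data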;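 further: 0% = DMSO-only wells with no growth and 100% = 10 µM 1-NA-PP1 full growth; inhibition rescues growth on 5-FOA so higher OD means more RAM inhibition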
HMGR II inh – inhibitors of E. faecalis class II HMGR, primary screen, biochemical, Enterococcus faecalis; HMG-CoA reductase (Enterococcus faecalis, mvaE); purified E. faecalis HMGR, NADPH absorbance 340 nm kinetic; inhibition, % at 10 µM; 190,000 tested, 0.41% active; AID 1066, 2008;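 active means inhibition above a set limit, the median over all tested compounds plus 3 SD, cut at about 9.5% in these data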;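 further: enzyme runs in reverse so mevalonate oxidation gives rising NADPH absorbance; 0% = complete reaction with DMSO and 100% = background rate lacking mevalonate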
PMI activator – activators of human PMI, primary screen, biochemical, fluorescence intensity, near-Km mannose 6-phosphate; Mannose-6-phosphate isomerase (Homo sapiens), P34949; purified human PMI, coupled resazurin fluorescence, 20 min; hits give high values; 1 = vehicle control, 0 substrate-free wells; activation factor at 20 µM; 190,000 tested, 0.005% active; AID 1214, 2008;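 active means activation factor of 2 or more at 20 µM, relative to plate controls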
Target sequence (P34949 whole entry, looked up): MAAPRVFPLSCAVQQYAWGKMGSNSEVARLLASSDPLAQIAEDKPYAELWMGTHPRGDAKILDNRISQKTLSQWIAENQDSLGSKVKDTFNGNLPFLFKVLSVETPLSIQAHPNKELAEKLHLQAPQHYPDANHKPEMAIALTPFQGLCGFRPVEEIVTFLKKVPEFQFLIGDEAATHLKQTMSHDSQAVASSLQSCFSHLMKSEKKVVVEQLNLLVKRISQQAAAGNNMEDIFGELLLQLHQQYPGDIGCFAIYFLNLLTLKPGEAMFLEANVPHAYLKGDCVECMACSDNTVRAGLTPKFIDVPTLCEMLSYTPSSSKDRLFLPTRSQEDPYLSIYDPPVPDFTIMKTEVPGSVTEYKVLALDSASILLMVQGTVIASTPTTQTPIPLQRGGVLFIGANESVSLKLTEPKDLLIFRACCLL
TNAP inh noacc – human TNAP enzyme inhibitors, primary screen, biochemical, luminescent, no phosphate acceptor, uHTS. Alkaline phosphatase, tissue-nonspecific isozyme (Homo sapiens), P05186. purified TNAP, CDP-star luminescence, 30 min. inhibition, % at 20 µM. 200,000 tested, 0.26% active;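 active means tissue-nonspecific alkaline phosphatase inhibition above about 50% at 20 µM in the single-dose screen, limit read from the data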;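 further: 0% = DMSO negative control and 100% = EDTA positive control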
Target sequence (P05186 whole entry, looked up): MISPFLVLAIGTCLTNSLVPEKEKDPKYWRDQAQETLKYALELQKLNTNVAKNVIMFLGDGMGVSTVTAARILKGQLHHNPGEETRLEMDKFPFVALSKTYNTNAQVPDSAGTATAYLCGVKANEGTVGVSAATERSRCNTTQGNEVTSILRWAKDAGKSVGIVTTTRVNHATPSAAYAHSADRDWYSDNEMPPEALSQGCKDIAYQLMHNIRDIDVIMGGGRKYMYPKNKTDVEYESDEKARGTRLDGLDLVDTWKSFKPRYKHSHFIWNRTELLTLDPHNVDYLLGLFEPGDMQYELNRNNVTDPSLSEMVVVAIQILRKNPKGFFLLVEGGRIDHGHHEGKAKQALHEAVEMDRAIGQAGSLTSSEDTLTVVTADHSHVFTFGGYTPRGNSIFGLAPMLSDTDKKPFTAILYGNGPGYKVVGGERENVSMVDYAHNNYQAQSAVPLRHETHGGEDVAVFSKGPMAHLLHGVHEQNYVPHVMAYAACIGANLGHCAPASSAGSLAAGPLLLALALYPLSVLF
TNAP inh hi DEA – human TNAP enzyme inhibitors, primary screen, biochemical, luminescent, high phosphate acceptor level, uHTS. Alkaline phosphatase, tissue-nonspecific isozyme (Homo sapiens), P05186. purified TNAP, CDP-star luminescence, 1 M DEA. inhibition, % at 20 µM. 200,000 tested, 0.03% active;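 active means over 50% inhibition of tissue-nonspecific alkaline phosphatase at 20 µM in the single-dose screen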;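 further: plate controls were DMSO wells for no effect and EDTA-quenched wells as full inhibition for full effect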
PMI act satM6P – human PMI activators, high substrate, primary screen, biochemical, fluorescence intensity, near-saturating mannose 6-phosphate; AID 1216, 2008; activation factor at 20 µM; Mannose-6-phosphate isomerase (Homo sapiens), P34949; 190,000 tested, 0.34% active; coupled PMI enzyme assay, resazurin fluorescence, 20 min; hits give high values; 1 = untreated enzyme, 0 = substrate-free blank;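 active means activation factor of 2 or more at 20 µM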
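test system = human PMI in coupled enzyme assay | medium = HEPES-buffered pH 7.4 with magnesium and detergent | also added = 1.0 mM mannose-6-phosphate substrate with 0.22 mM NADP+ | compound = 20 µM single dose | times = 20 min incubation at room temperature | measured by = resorufin fluorescence (Ex 544/Em 590 nm) from resazurin via diaphorase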
Hsp70 activator – Hsp70 transcriptional activators, primary screen, cell-based, HeLa, Hsp70 promoter luciferase, luminescence, 10 µM; HeLa Hsp70 promoter luciferase reporter; scaled: vehicle 0, proteasome-inhibitor control 100%; AID 1203, 2008; 200,000 tested, 0.04% active; activation, % at 10 µM;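 active means activation above the mean across all tested compounds plus 3 SD, cutoff set per campaign, cut at about 5.5% in these data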;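 further: 100% = MG132 at 30 µM as the positive control and 0% = DMSO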
S1P3 antag – S1P3 receptor antagonists, primary screen, cell-based; 170,000 tested, 0.27% active; inhibition, % at 4.98 µM; CHO S1P3 NFAT-BLA reporter, FRET fluorescence, antagonist mode;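 active means inhibition above the plate cutoff, the mean inhibition of test wells on that plate plus 3 SD, cut at about 28% in these data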;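 further: cells challenged with S1P at its EC80 of 0.8 µM; blue over green emission ratio from cleaved BLA substrate after 4 h stimulation; 0% = S1P-stimulated wells and 100% = unstimulated DMSO-only wells; some compounds past the cut are filed as inactive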
DTT redox prof – compounds producing H2O2 with reducing agent – biochemical, NIH compound library profiling, artefact control for MLSCN library redox annotation, primary screen | DTT-dependent redox cycling H2O2, phenol red/HRP absorbance; 100% = 100 µM peroxide control, 0% = buffer | activation, % at 10 µM | 200,000 tested, 0.03% active | AID 878, 2007;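 active means activation of at least 50% relative to the plate's high and low controls in the primary single-dose screen; inactive means activation below 50%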;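 further: compound incubated with DTT at 0.8 mM final as the reducing agent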
* hit, by the source's call; / = not tested or not shown.

SMILES | Lmaj promast | RAM network inh | HMGR II inh | PMI activator | TNAP inh noacc | TNAP inh hi DEA | PMI act satM6P | Hsp70 activator | S1P3 antag | DTT redox prof
O=C(COC(=O)c1cc2ccccc2cc1O)Nc1cccnc1Cl | 63* | 1.4 | -6 | 1 | -13 | 7 | 1 | -0.1 | -5 | -0.1
O=C(NNC(=S)Nc1ccccc1)c1cccc(S(=O)(=O)N2CCOCC2)c1 | -5 | 4.2 | -1 | 1 | -175 | -6 | 1 | 0.2 | 4 | 0.2
CC1CN(C2CC(C)(C)NC(C)(C)C2)CCC1=O (stereo unspecified) | -3 | 1.7 | -2 | 1 | -6 | -5 | 1 | -0.3 | -4 | 0.0
Cc1ccc(C)c(NC(=S)N2CCN(c3cccc(C(F)(F)F)c3)CC2)c1 | -1 | 3.5 | 2 | 1 | -16 | -4 | 0.9 | 0.5 | / | -3.4
NS(=O)(=O)c1cccn1-c1ncc(C(F)(F)F)cc1Cl | -6 | 1.4 | 1 | 1.1 | 12 | -1 | 1.2 | -0.6 | / | 0.0
CCOC(=O)c1c(C)[nH]c2cc(Br)c(O)cc12 | 17 | 3.7 | 2 | 1 | -6 | -6 | 1 | -0.2 | 36 | 0.6
COC(=O)c1ccc(CN2CCN(CCC(C)C)C(CCO)C2)cc1 (stereo unspecified) | 62* | 2.5 | -2 | 1 | -4 | -2 | 1 | -0.4 | 1 | -0.2
O=C(COC(=O)C1CCC1)Nc1ccccc1Sc1ccccc1 | -5 | -0.8 | -3 | 0.8 | 3 | -2 | 0.9 | -0.3 | -7 | -0.1
Cc1[nH]c(=O)[nH]c(=O)c1/C=N/NC(=O)[C@@H](NC(=O)OC(C)(C)C)C(C)C | -5 | 1.4 | -2 | 0.9 | -39 | -6 | 0.9 | -0.2 | / | 1.4
CCN(CC)S(=O)(=O)c1ccc(C)c(NC(=O)CN(C)C)c1 | -3 | 0.2 | -7 | 0.9 | -15 | -1 | 0.9 | -0.3 | 3 | -0.3
Cc1cccc(COc2ccc(/C(O)=C3\C(=O)C(=O)N(CCN(C)C)C3c3ccncc3)cc2)c1 (stereo unspecified) | -9 | -0.2 | 1 | 1 | -8 | -4 | 1 | -0.2 | / | 1.7
COc1ccc(CNC(=O)/C=C/c2cc3c(cc2Br)OCO3)cc1 | -3 | 4.0 | -2 | 1.1 | 6 | -4 | 1 | -0.6 | / | 1.5
CN(Cc1ccccc1)C(=O)COC(=O)c1ccc2c(c1)OCO2 | -11 | 0.6 | 3 | 1 | -2 | -2 | 1 | -0.2 | / | -0.6
COc1ccc(Cl)cc1NC(=O)c1noc2c1CCCC2 | -3 | 4.8 | 0 | 1.2 | -13 | -6 | 1.1 | -0.1 | -19 | -0.2
C/C(O)=C(\C#N)c1nnc2n1CCCCC2 | 1 | 1.0 | 1 | 1 | -2 | -1 | 1 | -0.1 | -4 | 0.3

A second format for 2 compounds above:
canonical_smiles,Lmaj promast,RAM network inh,HMGR II inh,PMI activator,TNAP inh noacc,TNAP inh hi DEA,PMI act satM6P,Hsp70 activator,S1P3 antag,DTT redox prof
O=C(NNC(=S)Nc1ccccc1)c1cccc(S(=O)(=O)N2CCOCC2)c1,-5,4.2,-1,1,-175,-6,1,0.2,4,0.2
CC1CN(C2CC(C)(C)NC(C)(C)C2)CCC1=O (stereo unspecified),-3,1.7,-2,1,-6,-5,1,-0.3,-4,0.0

Additional entries follow.
SMILES | Lmaj promast | RAM network inh | HMGR II inh | PMI activator | TNAP inh noacc | TNAP inh hi DEA | PMI act satM6P | Hsp70 activator | S1P3 antag | DTT redox prof
Cc1cc(C)nc(SCCn2c(N3CCOCC3)nc3c2c(=O)[nH]c(=O)n3C)n1 | -6 | -0.5 | 12* | 1.1 | -7 | -5 | 1.1 | -0.3 | -14 | -1.2
O=C(OC1CCCCC1=O)c1ccc(S(=O)(=O)Nc2ccccc2)cc1 (stereo unspecified) | -4 | 0.1 | -3 | 1 | -9 | -3 | 1.1 | -0.1 | -6 | -0.4
CCOC(=O)C1=C(N)OC(CCl)=C(C#N)C1c1ccsc1 (stereo unspecified) | 57* | 7.6 | -4 | 1.3 | -11 | 3 | 1.2 | -0.3 | -3 | 0.5
Cc1ccc(NC(=O)CN2C(=O)NC(C)(c3ccc(Cl)cc3)C2=O)cc1S(=O)(=O)N1CCOCC1 (stereo unspecified) | 56* | 3.9 | 0 | 1 | 6 | -2 | 1.1 | 0.0 | -10 | 0.2
CC(SCc1cn2cc(Cl)ccc2n1)C(=O)O (stereo unspecified) | -6 | 2.2 | 4 | 1 | -14 | -4 | 1 | -0.5 | / | 2.0
OCCN(Cc1ccccc1)Cc1ccc(F)c(F)c1 | 23 | -0.8 | -10 | 0.8 | -8 | -2 | 1 | -0.4 | 11 | 0.5
CCN(CC)c1c([N+](=O)[O-])c(=O)oc2ccccc12 | -5 | 3.0 | -5 | 0.9 | -9 | -6 | 1 | -0.1 | -8 | 0.0
NC(=O)c1ccccc1NS(=O)(=O)c1ccccc1 | 2 | 2.1 | -5 | 1 | -9 | -4 | 1.1 | -0.2 | / | 0.4
CCN(C(=O)c1ccccc1)c1ccc([N+](=O)[O-])cc1 | -5 | -0.5 | 0 | 1 | -3 | 0 | 0.9 | 0.1 | -3 | -0.1
CC(C)Cn1c(N)c(S(=O)(=O)c2cccs2)c2nc3ccccc3nc21 | 23 | 5.9 | -3 | 0.9 | -5 | -5 | 1 | -0.1 | 11 | -0.2
COCCCn1c(SCC(=O)NC(C)(C)C)nnc1-c1ccccc1 | -3 | 0.9 | -2 | 1 | 11 | -8 | 1.1 | 0.0 | 11 | 0.5
Cc1cccc(-c2noc(CN(C(=O)CCc3ccccc3)C(C)C)n2)c1 | 0 | 2.0 | 2 | 0.8 | -10 | -5 | 0.9 | -0.5 | -28 | -1.0
O=C(CSc1nc2ccccc2s1)NC1CCS(=O)(=O)C1 (stereo unspecified) | -3 | 4.5 | -1 | 0.9 | -6 | -1 | 0.9 | -0.3 | / | -0.1
C=CCn1c(COc2ccc(Cl)cc2)nnc1SCC(=O)N/N=C/c1ccccc1 | -5 | -0.1 | -4 | 1 | -4 | -2 | 1 | -0.1 | / | -5.8
CC1=CC=CN2C1=NC(=O)CC2(C)C(=O)N(CC(=O)NC1CCCC1)c1ccccc1C (stereo unspecified) | 2 | 0.0 | -1 | 0.9 | -9 | 2 | 1 | -0.4 | -6 | 0.6
COc1ccc(-n2c(SC3CCOC3=O)nc3ccccc3c2=O)cc1OC (stereo unspecified) | 2 | 1.3 | -1 | 1 | -3 | -9 | 1 | -0.2 | -8 | -1.5
CSc1ccc(/C=C(\C(=O)O)c2ccc(S(=O)(=O)N3CCCCC3)s2)cc1 | -7 | 10* | -3 | 1 | 3 | -2 | 1.1 | 0.7 | -17 | 2.8
Cc1ccc(C(c2sc3nc(C)nn3c2O)N2CCN(c3ccccc3)CC2)cc1 (stereo unspecified) | 7 | -0.9 | 5 | 1 | 3 | -3 | 0.9 | -0.1 | 4 | -0.1
O=C(Nc1ccccc1)c1ccc(NC2CCCCC2)c(S(=O)(=O)N2CCOCC2)c1 | 61* | 5.3 | -3 | 0.8 | -25 | -8 | 0.6 | -0.1 | / | 1.0
COc1ccc(N2C(=O)CC(NCc3cccc(F)c3)C2=O)cc1 (stereo unspecified) | / | / | / | 1.1 | 3 | -7 | 1.1 | / | -20 | /
COc1ccc(C(=O)NCC(=O)n2nc(C)cc2C)cc1OC | -6 | 0.8 | 1 | 1 | -4 | -3 | 1.1 | 0.1 | / | 0.7
CCCS(=O)(=O)NCc1cn2cccc(C)c2n1 | -4 | 1.1 | 1 | 1.1 | -6 | 2 | 1.1 | -0.1 | -23 | -0.6
N#Cc1ccc(-c2cccnc2)nc1SCc1ccc(Cl)c(Cl)c1 | 8 | 13* | -6 | 0.8 | -9 | 2 | 0.9 | 0.1 | 0 | 1.5
CC(C)C[C@H](NC(=O)OC(C)(C)C)c1nnc(SCC(=O)Nc2ccc(Br)cc2)o1 | -6 | 1.6 | -7 | 0.8 | -18 | -3 | 0.8 | -0.5 | 2 | -0.2
CNC(=O)CSCc1c(F)cccc1Cl | -8 | 1.0 | -4 | 1 | -14 | 0 | 1 | 0.0 | / | -0.5
CC(=O)Nc1ccc(C(=O)OCc2ccccc2Cl)cc1 | -5 | 2.4 | -5 | 0.9 | -5 | -3 | 1 | -0.2 | -4 | 0.0
CCOc1ccc(NC(=O)C2CCCN(C(=O)Nc3ccccc3)C2)cc1 (stereo unspecified) | 2 | 4.9 | -2 | 1.1 | -2 | -4 | 1.1 | -0.2 | / | 1.9
COc1ccc(OC)c2c(C)cc(N3CCN(C(=O)c4ccc(F)cc4)CC3)nc12 | 22 | 0.4 | 3 | 0.8 | -2 | -3 | 0.9 | -0.3 | 0 | 2.0
Cc1nc(NCC2CCCO2)c2nnn(Cc3ccccc3Cl)c2n1 (stereo unspecified) | -2 | -0.4 | 1 | 1 | -14 | -3 | 1 | -0.3 | -10 | -1.3
COc1ccccc1CNC(=O)c1ccc(OC(F)F)c(OC)c1 | -2 | -1.0 | -7 | 0.9 | 0 | 3 | 1 | -0.5 | 1 | 0.5
Cc1ccc(NCC(=O)N/N=C/c2c[nH]c3ccccc23)cc1 | 25 | 1.6 | -9 | 1 | -85 | 1 | 1 | -0.3 | 1 | 0.5
COc1ccccc1CNC(=S)NC1CCCCC1 | 0 | 2.1 | -9 | 1 | -11 | -3 | 1 | -0.1 | 3 | -0.9
S=C(Nc1ccccc1Cl)N(Cc1ccccc1)Cc1ccccn1 | 18 | 0.8 | -5 | 1 | -8 | -6 | 1 | -0.2 | -17 | -0.4
O=C1CC(NNC(=O)c2ccccc2)C(=O)N1 (stereo unspecified) | -7 | 2.8 | 6 | 1 | -7 | -9 | 1 | 0.7 | / | -0.5
CCCCOCC1CN(c2ccccc2)C(=O)CS1 (stereo unspecified) | -5 | 0.9 | 0 | 0.9 | -7 | 0 | 0.9 | -0.2 | -20 | 1.8
COc1cccc(C(=O)Nc2ccc(-c3nc4ccccc4o3)c(O)c2)c1 | 34 | 3.5 | -3 | 0.9 | -12 | -6 | 0.9 | 0.6 | 16 | -0.8
Cc1cccc(C)c1Nc1ncnc(N)c1[N+](=O)[O-] | -7 | -0.6 | 0 | 1 | -6 | -2 | 1 | -0.2 | -9 | 0.3

Screening data (PubChem)
